Source: PubChem BioAssay (National Center for Advancing Translational Sciences (NCATS))
MmCpn inh: blocks the Methanococcus maripaludis chaperonin Mm-Cpn; purified Mm-Cpn ATPase, ADP Transcreener TR-FRET; 330,000 tested, 0.031% active; AID 504842; Potency, µM (doses to about 76.9 µM), without a hit: at the top dose activity, negative = inhibition, most hits filed as inhibitors; active = well fitted inhibition curve with a large enough effect; inconclusive = small, poorly fitted or top-dose-only effect; note: nearly all actives have a fitted effect of over 80% in size
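Purified archaeal chaperonin (25 nM final) was preincubated with compound for 10 min at 37°C, then ATP (10 uM final) was added for 30 min at 37°C in Tris pH 7.4/KCl/MgCl2/DTT buffer. ADP was quantified by HTRF Transcreener TR-FRET.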
* = called active by the depositor; u = inconclusive; & = joins results of further samples; [ ] = dose if it differs, or a comment. % is set by controls: 0 for no effect and ±100 for the full control effect; potency is the fitted concentration of half-maximal effect. Only part of the results is shown (hit frequency here may not be typical).

1. CSc1ncccc1C(=O)OCc1ccc(COC(=O)c2cccnc2SC)cc1
  MmCpn inh = -6%

2. CCOC(=O)c1ccc(-n2c(CC)nc3ccccc3c2=O)cc1
  MmCpn inh = 0%

3. O=C1CSC(=S)N1/N=C/c1ccc(Cl)c([N+](=O)[O-])c1
  MmCpn inh = 2%

4. Cc1cccc(CNc2ncnc3ccc(-c4ccc5c(ccn5C)c4)cc23)c1
  MmCpn inh = -3%

5. CNC(=O)c1c(N)sc2c1CCCCC2
  MmCpn inh = -7%

6. CCOC(=O)C(C)c1c(C(=O)c2ccc(C)nc2)c2ccccc2n1C (stereo unspecified)
  MmCpn inh = -3%

7. Clc1ccc2[nH]c3c(NCC4CCCO4)ncnc3c2c1 (stereo unspecified)
  MmCpn inh = -5%

8. O=C(N1CCCC1)N1CCN(c2ncnc3c(-c4ccc(Cl)cc4)nsc23)CC1
  MmCpn inh = u

9. NC(=O)CC[C@@H]1NC(=O)C(Cc2ccc(O)cc2)NC(=O)c2cc([N+](=O)[O-])cc(F)c2NCCC[C@@H](C(N)=O)NC1=O (stereo partly specified)
  MmCpn inh = -2%

10. N#Cc1ccc(COC(=O)c2ccccn2)cc1
  MmCpn inh = 0%

11. CC(C(=O)Oc1ccc2c(c1)OCO2)N1C(=O)c2ccccc2C1=O (stereo unspecified)
  MmCpn inh = 2%

12. Cc1ccccc1C1c2[nH]c3ccccc3c2C[C@H]2C(=O)N(C3CCN(Cc4ccccc4)CC3)CC(=O)N12 (stereo partly specified)
  MmCpn inh = -2%

13. COc1cc2c(cc1OC)[C@@H]1O[C@](CCCCN3C(=O)c4ccccc4C3=O)(C2)Oc2cc(C)n(-c3ccccc3)c(=O)c21
  MmCpn inh = 0%[15.4 µM]

14. O=S(=O)(NCc1cccs1)c1ccc(Br)s1
  MmCpn inh = -1%

15. Cc1cc2c(cc1C)-c1nnc(-c3ccc4ccccc4n3)n1C(C)(C)C2
  MmCpn inh = -2%

16. CCCC[C@]12Cc3ccccc3C(O1)c1c(cc(-c3ccccc3)oc1=O)O2
  MmCpn inh = 0%[15.4 µM]

17. O=[N+]([O-])c1cccc(NC(=S)Nc2nc(-c3ccc(Cl)cc3Cl)cs2)c1
  MmCpn inh = 0%

18. CCOC(=O)C1CCCN(c2c(N3CCc4ccccc4C3)c(=O)c2=O)C1 (stereo unspecified)
  MmCpn inh = u

19. CCOc1ccccc1N1CCN(C(=O)Nc2ccc(Cl)c(Cl)c2)CC1
  MmCpn inh = 1%

20. COC(=O)c1ccc(/C=N/NC(=O)CCSc2nc3ccccc3s2)cc1
  MmCpn inh = 3%

21. CCN(CC)CCCN1C(=O)C(=O)/C(=C(/O)c2ccc3c(c2)CC(C)O3)C1c1cccnc1 (stereo unspecified)
  MmCpn inh = 0%

22. COc1ccc2nc(Nc3nc(CSc4nnc(C)s4)cc(=O)[nH]3)nc(C)c2c1
  MmCpn inh = -2%

23. CC(=O)CCCCn1cnc2c1c(=O)n(C)c(=O)n2C
  MmCpn inh = 2%

24. COc1cc(C2C(C#N)=C(N)Oc3cc(C)n(Cc4ccccn4)c(=O)c32)cc2c1OCO2 (stereo unspecified)
  MmCpn inh = -1%

25. O=C(CN1C(=O)c2ccccc2S1(=O)=O)c1ccccc1Cl
  MmCpn inh = 1%

26. COc1ccc(N2CCn3c2nc2c3c(=O)n(CCCc3ccccc3)c(=O)n2C)cc1
  MmCpn inh = 2%

27. CCn1cc(C(=O)NNC(=O)c2ccc(Cl)cc2)c(=O)c2ccc(C)nc21
  MmCpn inh = 1%

28. O=C(Nc1ccccc1-c1nc2ccccc2[nH]1)c1sc2ccccc2c1Cl
  MmCpn inh = -9%

29. Cc1ccc(-n2c(C)c([N+](=O)[O-])c3ccc(O)cc32)cc1
  MmCpn inh = -1%

30. CS(=O)(=O)/C(C#N)=C\c1cnc(S(=O)(=O)c2ccccc2)s1
  MmCpn inh = -5%

31. COc1ccc(/C=N\NC(=O)c2cccc([N+](=O)[O-])c2)cc1Cn1cc([N+](=O)[O-])cn1
  MmCpn inh = 1%

32. COC/C=C/C1=CC2=CC(=O)C(C)(OC(=O)c3cnc4ccccc4n3)C(=O)C2=CN1C1CCCCC1 (stereo unspecified)
  MmCpn inh = -1%

33. Cc1nn(CC(=O)NCc2ccc(OC(C)C)cc2)c(=O)c2cc3occc3n12
  MmCpn inh = 1%

34. Cc1ccc(S(=O)(=O)c2cnc(-c3ccccc3)nc2Oc2ccccc2)cc1
  MmCpn inh = -1%

35. Cc1ccccc1Cn1c(CN2CCN(c3ccc(F)cc3)CC2)nc2c1c(=O)n(C)c(=O)n2C
  MmCpn inh = 1%

36. CCOC(=O)N1CCN(C(=O)c2cn(CC)c3cc(N4CCN(C)CC4)c(F)cc3c2=O)CC1
  MmCpn inh = -2%

37. COc1ccc(C2NC3=C(CCCC3)C(C#N)(C#N)C2(C#N)C#N)cc1 (stereo unspecified)
  MmCpn inh = -8%

38. Cc1ccc(-c2nnc(SCC(=O)n3c4c(c5ccccc53)CCCC4)o2)cc1
  MmCpn inh = 1%

39. COc1ccc(N=c2oc3ccccc3cc2C(=O)Nc2ccccn2)cc1OC
  MmCpn inh = -1%

40. CSc1ncc(Cl)c(C(=O)Nc2sc3c(c2C(=O)NCc2ccco2)CCCC3)n1
  MmCpn inh = 0%

41. O=C(NCCC1=CCCCC1)c1ccc(Cl)cc1
  MmCpn inh = -1%

42. CC1(C)Cn2c(nc(=O)c3c2NCN(CCc2ccccc2)C3)S1
  MmCpn inh = 0%

43. O=C(NCCNc1ccc2ccccc2c1)c1cccn2c(=O)c3sccc3nc12
  MmCpn inh = 0%

44. CN1CCc2c(c3c(n2C)CCN(C)[C@H]3c2ccccc2F)[C@@H]1c1ccccc1F
  MmCpn inh = -1%

45. Cc1ccc(S(=O)(=O)/N=C2/C=C(Sc3ncn[nH]3)C(=O)c3ccccc32)c(C)c1
  MmCpn inh = -3%

46. C=CCC(NCc1ccco1)c1ccc(OC)cc1OC (stereo unspecified)
  MmCpn inh = 2%

47. O=C(CN1C(=O)/C(=C\c2cccc(Cl)c2)Oc2ccccc21)N1CCN(c2ccccn2)CC1
  MmCpn inh = -14%

48. CCc1nc2sc3c(=O)n(N)cnc3c2c2c1COC(C)(C)C2
  MmCpn inh = 0%

49. O=C(CSc1ccc(-c2cccnc2)nn1)N1CCCc2ccccc21
  MmCpn inh = 1%

50. CCc1ccccc1NC(=S)Nn1cnnc1
  MmCpn inh = -2%

51. Cc1ccc(NC(=S)Nn2cnnc2)c(C)c1
  MmCpn inh = -2%

52. CCn1c(SCC(=O)c2cc(OC)ccc2OC)nc2c1c(=O)n(C)c(=O)n2C
  MmCpn inh = 0%

53. CC(C)CC1NC(=O)c2ccc(Cl)cc2-n2c1nc1ccc(Cl)cc1c2=O (stereo unspecified)
  MmCpn inh = -1%

54. O=C1NC(Cc2ccc(O)cc2)c2nc3ccc(Cl)cc3c(=O)n2-c2ccc(Cl)cc21 (stereo unspecified)
  MmCpn inh = 1%

55. CC1=C(C#N)c2nc(N)c(C#N)c(C)c2/C1=C\c1ccc(C)cc1
  MmCpn inh = u

56. COC(=O)c1ccc(C(=O)Nc2nnc(-c3cccnc3)o2)cc1
  MmCpn inh = 0%

57. Cn1c(=O)c2[nH]c(-c3ccccc3)nc2n(C)c1=O
  MmCpn inh = 0%

58. O=C(Nc1ccc(Oc2ccccc2)nc1)C1CCCCN1Cc1ccc(O)cc1 (stereo unspecified)
  MmCpn inh = 0%

59. Cc1nn2c(N3CCN(C(=O)c4ccco4)CC3)cc(C(C)(C)C)nc2c1-c1ccc(Cl)cc1
  MmCpn inh = 1%

60. Nc1nonc1C(=O)N/N=C/c1ccc(-c2cccc(C(=O)O)c2)o1
  MmCpn inh = -4%

61. COc1ccc2nc(NC(=O)/C=C/c3ccc4c(c3)OCO4)sc2c1
  MmCpn inh = -2%

62. Cc1ccccc1CC1S/C(=N/N=C/c2ccco2)NC1=O (stereo unspecified)
  MmCpn inh = -1%

63. CCOC(=O)c1[nH]c2ccc(OC)cc2c1NC(=O)C(C)N1CCSCC1 (stereo unspecified)
  MmCpn inh = -6%

64. Cc1ccc(/C=C2\SC(N3CCCC3)=NC2=O)cc1
  MmCpn inh = 1%

65. COc1ccc2c(c1)c(C(O)CN1CCC3(CC1)OCCO3)c(C)n2C (stereo unspecified)
  MmCpn inh = -1%

66. Cc1ccc(-c2nnc(SCC(=O)N/N=C/c3ccccc3C(=O)O)n2-c2ccccc2)cc1
  MmCpn inh = -1%

67. COc1ccc(NC(=O)Cc2nn(C)c(=O)c3ccccc23)c2ncccc12
  MmCpn inh = 0%

68. Cc1ccc(Nc2nc(-c3sc(NC(=O)c4cccc(Cl)c4)nc3C)cs2)cc1
  MmCpn inh = -6%

69. CCC1=NN2C(=N)/C(=C\c3ccc(OCCOc4ccccc4)c(OC)c3)C(=O)N=C2S1
  MmCpn inh = 0%

70. CNC(=O)COC(=O)c1ccc2c(c1)NC(=O)C1CCCN21 (stereo unspecified)
  MmCpn inh = -1%

71. C/C(=N\Nc1ccc(S(=O)(=O)Nc2ccccc2)cc1[N+](=O)[O-])c1ccncc1
  MmCpn inh = -4%

72. Oc1ccc(O)c2c1C1c3ccccc3C2c2ccccc21
  MmCpn inh = 2%

73. Cc1ccc(S(=O)(=O)N2C(=S)SCC2(C)C)cc1
  MmCpn inh = 0%

74. O=C(Nc1ccccc1)n1ccc(-c2ccc(-n3ccnc3)cc2)n1
  MmCpn inh = 3%

75. CCCc1[nH]n(-c2ccc([N+](=O)[O-])cc2)c(=O)c1C=NCCN1CCNCC1
  MmCpn inh = -6%

76. Oc1c(C=Nc2cccc3cccnc23)sc2ccccc12
  MmCpn inh = 0%

77. O=S(=O)(Nc1ncccn1)c1ccc(NC(=S)Nc2cccc(Cl)c2)cc1
  MmCpn inh = -1%

78. Cc1cc(C)cc(NC(=O)COc2ccc3c(C)c(Cc4ccccc4)c(=O)oc3c2)c1
  MmCpn inh = -6%

79. COc1ccc(-c2noc(-c3cc4ccccc4oc3=O)n2)cc1
  MmCpn inh = -5%

80. CC(C)(C)N1CCC1C(N)=O (stereo unspecified)
  MmCpn inh = -2%

81. S=c1[nH]nc(-c2ccco2)n1/N=C/c1ccccn1
  MmCpn inh = 0%

82. CCOC(=O)c1c(N)n(CC(C)NC(=O)C2CC2)c2nc3ccccc3nc12 (stereo unspecified)
  MmCpn inh = -1%

83. Cc1cc(C)cc(NC(=O)Cn2c(SCc3cc(C)ccc3C)nc3ccncc32)c1
  MmCpn inh = 2%

84. COC(=O)C/C=C/[C@@H](C)[C@@H](/C=N/O[C@@H](C)c1cn([C@H](CO)Cc2ccccc2)nn1)NS(=O)(=O)c1ccc(C)cc1
  MmCpn inh = 2%

85. CCOC(=O)N1CCN(C(=O)c2c(N)no[n+]2[O-])CC1
  MmCpn inh = 1%

86. Cc1cc(C)nc(/N=C2\NC(=O)CC(C(=O)O)N2c2cccc(Cl)c2)n1 (stereo unspecified)
  MmCpn inh = 1%

87. O=C(c1noc2c1CCCC2)N1CCN(C(c2ccccc2)c2ccccc2)CC1
  MmCpn inh = 0%

88. Nc1c(C(=O)NC2CCCCC2)c2nc3ccccc3nc2n1/N=C/c1ccco1
  MmCpn inh = -3%

89. Cc1ccc(N(C(=O)c2ccn[nH]2)C(C(=O)NC2CCCC2)c2cccs2)cc1 (stereo unspecified)
  MmCpn inh = -3%

90. CC(C)N(C(=O)Cn1cnc2cc([N+](=O)[O-])ccc2c1=O)C(C)C
  MmCpn inh = 0%

91. CC(=O)c1cccc(NC(=O)Nc2cnn(Cc3ccc(F)cc3)c2)c1
  MmCpn inh = -4%

92. Cc1cc(C)c(NC(=O)CN2CCC(NC(=O)NC3CCCCC3)CC2)c(C)c1
  MmCpn inh = 0%

93. O=C1c2ccccc2CN1CCSC(=S)N1CCSCC1
  MmCpn inh = 0%

94. O=c1[nH]c(=S)[nH]c2[nH]c(=S)[nH]c12
  MmCpn inh = 0%&-1%

Gathered by group: those above containing an aryl methoxy group
13. COc1cc2c(cc1OC)[C@@H]1O[C@](CCCCN3C(=O)c4ccccc4C3=O)(C2)Oc2cc(C)n(-c3ccccc3)c(=O)c21
  MmCpn inh = 0%[15.4 µM]

22. COc1ccc2nc(Nc3nc(CSc4nnc(C)s4)cc(=O)[nH]3)nc(C)c2c1
  MmCpn inh = -2%

24. COc1cc(C2C(C#N)=C(N)Oc3cc(C)n(Cc4ccccn4)c(=O)c32)cc2c1OCO2 (stereo unspecified)
  MmCpn inh = -1%

26. COc1ccc(N2CCn3c2nc2c3c(=O)n(CCCc3ccccc3)c(=O)n2C)cc1
  MmCpn inh = 2%

31. COc1ccc(/C=N\NC(=O)c2cccc([N+](=O)[O-])c2)cc1Cn1cc([N+](=O)[O-])cn1
  MmCpn inh = 1%

37. COc1ccc(C2NC3=C(CCCC3)C(C#N)(C#N)C2(C#N)C#N)cc1 (stereo unspecified)
  MmCpn inh = -8%

39. COc1ccc(N=c2oc3ccccc3cc2C(=O)Nc2ccccn2)cc1OC
  MmCpn inh = -1%

46. C=CCC(NCc1ccco1)c1ccc(OC)cc1OC (stereo unspecified)
  MmCpn inh = 2%

52. CCn1c(SCC(=O)c2cc(OC)ccc2OC)nc2c1c(=O)n(C)c(=O)n2C
  MmCpn inh = 0%

61. COc1ccc2nc(NC(=O)/C=C/c3ccc4c(c3)OCO4)sc2c1
  MmCpn inh = -2%

63. CCOC(=O)c1[nH]c2ccc(OC)cc2c1NC(=O)C(C)N1CCSCC1 (stereo unspecified)
  MmCpn inh = -6%

65. COc1ccc2c(c1)c(C(O)CN1CCC3(CC1)OCCO3)c(C)n2C (stereo unspecified)
  MmCpn inh = -1%

67. COc1ccc(NC(=O)Cc2nn(C)c(=O)c3ccccc23)c2ncccc12
  MmCpn inh = 0%

69. CCC1=NN2C(=N)/C(=C\c3ccc(OCCOc4ccccc4)c(OC)c3)C(=O)N=C2S1
  MmCpn inh = 0%

79. COc1ccc(-c2noc(-c3cc4ccccc4oc3=O)n2)cc1
  MmCpn inh = -5%
